High-throughput results from PubChem.
Jurkat tox 60K = reduces viability or proliferation of Jurkat cells | Jurkat E6.1 viability, ATP luminescence, 48 h | inhibition, % at 4 µM | actives 1.2% (n = 56,000);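 active means inhibition above the mean inhibition of all tested compounds plus 3 SD, cut at about 28% in these data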
HEK293 NFkB inh = inhibitors of the PMA/ionomycin-induced NF-kB reporter in HEK293 cells. HEK-293 NF-kB luciferase reporter, luminescence. inhibition, % at 3 µM. actives 0.21% (n = 62,000);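 active means inhibition above the mean of all tested compounds plus 3 SD, cut at about 40% in these data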;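 further: 0% = stimulated DMSO wells and 100% = 10 µM reference inhibitor 5653914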
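Reagent: PMA plus ionomycin mix as NF-kB-activating stimulus. Assay system: NF-kB luciferase reporter HEK-293 cells. Technique: luminescence from luciferase substrate reagent. Incubation: 1 h compound pre-incubation, 16 h PMA/ionomycin at 37 °C. Benchmarks: DMSO only as uninhibited control, 10 µM reference inhibitor as full inhibition. Repeats: tested once.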
JNK3 inh = JNK3 (human) kinase inhibition. P53779. purified JNK3 kinase activity, HTS. inhibition, % at 8 µM. actives 0.61% (n = 60,000). AID 746; in the data active means inhibition above about 17%;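 further: 0% = DMSO and 100% = reference inhibitor; many of its hits are not listed in these tables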
DUSP1 inh = blocks human MKP-1 phosphatase activity; AID 374; actives 0.15% (n = 65,000); inhibition, %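 (compounds tested at a single concentration somewhere between 10 and 100 µM)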; P28562; recombinant MKP-1, OMFP hydrolysis fluorescence;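 active means inhibition above about 50%, limit read from the data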;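 further: 0% = DMSO max control wells and 100% = wells with enzyme stopped by NaOH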
Target sequence (P28562 whole entry, looked up): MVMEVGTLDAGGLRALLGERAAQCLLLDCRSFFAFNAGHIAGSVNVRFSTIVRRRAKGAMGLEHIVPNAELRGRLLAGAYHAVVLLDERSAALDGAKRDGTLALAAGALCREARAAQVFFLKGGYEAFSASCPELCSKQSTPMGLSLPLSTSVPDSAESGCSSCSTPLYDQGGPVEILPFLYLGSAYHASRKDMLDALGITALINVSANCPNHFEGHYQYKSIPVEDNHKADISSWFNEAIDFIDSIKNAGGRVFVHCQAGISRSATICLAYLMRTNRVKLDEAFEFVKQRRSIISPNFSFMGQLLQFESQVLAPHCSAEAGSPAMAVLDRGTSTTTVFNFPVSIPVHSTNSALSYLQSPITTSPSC
PKA inh = inhibitors of human protein kinase A; P17612; actives 0.1% (n = 65,000); AID 524; PKA Kemptide phosphorylation, Kinase-Glo ATP luminescence; inhibition, % at 6 µM;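 active means inhibition above the screen-wide mean inhibition plus 3 SD, cut at about 21% in these data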; further: many of its hits are not listed in these tables
TNAP act mid DEA = activators of human TNAP at intermediate phosphate acceptor; 64,000 tested, under 10 active; purified TNAP, CDP-star luminescence, 100 mM DEA, 30 min; active compounds read high; scale: 0 levamisole-inhibited, 1 vehicle-only enzyme; activation factor at 20 µM;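 active means activation factor of at least 2 at 20 µM, relative to controls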
Target sequence (P05186 whole entry, looked up): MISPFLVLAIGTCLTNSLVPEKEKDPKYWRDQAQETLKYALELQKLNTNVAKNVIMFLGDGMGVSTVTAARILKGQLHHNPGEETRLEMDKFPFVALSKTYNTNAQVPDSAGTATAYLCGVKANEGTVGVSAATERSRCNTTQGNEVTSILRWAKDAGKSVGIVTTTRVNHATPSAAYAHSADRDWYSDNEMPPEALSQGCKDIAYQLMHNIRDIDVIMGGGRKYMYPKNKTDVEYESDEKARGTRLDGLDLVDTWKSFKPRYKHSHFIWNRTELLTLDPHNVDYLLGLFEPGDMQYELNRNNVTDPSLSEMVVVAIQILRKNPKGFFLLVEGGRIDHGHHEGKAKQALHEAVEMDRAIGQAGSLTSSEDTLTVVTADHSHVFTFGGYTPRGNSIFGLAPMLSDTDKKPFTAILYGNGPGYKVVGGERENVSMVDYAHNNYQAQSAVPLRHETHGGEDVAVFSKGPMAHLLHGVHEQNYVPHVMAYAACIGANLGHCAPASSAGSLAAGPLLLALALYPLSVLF
ROCK2 blocker = inhibitors of human Rho kinase 2 | O75116 | purified ROCK2, Kinase-Glo ATP depletion luminescence | inhibition, % at 6 µM | actives 0.35% (n = 60,000);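 active means inhibition above the screen-wide mean inhibition plus 3 SD, cut at about 18% in these data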;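 further: plate controls were DMSO wells for no effect and Y-27632 control wells after no-enzyme background subtraction for full effect; many of its hits are not listed in these tables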
MMP13 inh = inhibitors of human MMP13. P45452. MMP-13 fTHP FRET cleavage, Mca fluorescence. inhibition, % at 4 µM. actives 0.07% (n = 65,000);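 active means inhibition above the mean of compound-free control plate wells plus 3 SD, cut at about 14% in these data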;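 further: 0% = DMSO wells and 100% = wells with reference MMP-13 inhibitor after basal subtraction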
Cdc25B inh = human M-phase inducer phosphatase 2 inhibition. recombinant Cdc25B, OMFP fluorescence Ex485/Em525. inhibition, %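 (compounds tested at 10 µM final in the well)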. actives 0.1% (n = 65,000); in the data active means inhibition above about 50%
The depositor's hits bear a star; x = not tested or not shown.

The line under a structure holds: Jurkat tox 60K	HEK293 NFkB inh	JNK3 inh	DUSP1 inh	PKA inh	TNAP act mid DEA	ROCK2 blocker	MMP13 inh	Cdc25B inh
- O=C(Cc1ccccc1)Nc1ccccc1CO
 : 4	5	3	21	8	0.9	0	0	-3
- O=C(Cn1c(CN2CCCCC2)nc2ccccc2c1=O)NCc1ccco1
 : -3	7	2	-21	3	0.9	4	5	6
- CCOC(=O)C1CCCN(C/C(O)=C(\C#N)c2nc(-c3ccccc3)cs2)C1 (configuration not stated)
 : 0	10	10	-12	8	1	5	4	-5
- CCOC(=O)Cc1nnc2c(Nc3ccc(C)cc3)nc3nonc3n12
 : 4	18	-6	-11	-6	0.8	-6	3	-10
- COc1cc(-c2nnc(-c3cccnc3)o2)cc(OC)c1OC
 : 10	14	-1	2	0	0.9	4	-7	-19
- CC1CCc2nc(NC(=O)CN3CCN(c4ccccc4)CC3)sc2C1 (configuration not stated)
 : -8	6	1	16	1	1.1	1	-1	6
- O=C(CN(Cc1ccco1)C(=O)Cn1nnc(-c2ccc(F)cc2)n1)NC1CCCC1
 : -1	6	6	0	6	0.9	0	1	-5
- COc1ccc(S(=O)(=O)CCC(=O)Nc2c(C)n(C)n(-c3ccccc3)c2=O)cc1
 : -6	2	-5	3	-1	0.9	0	4	2
- COc1ccc(CCNC(=O)C2CCN(Cc3nc(-c4ccccc4C)oc3C)CC2)cc1OC
 : 10	6	3	5	8	1.1	-3	6	-21
- CCC(c1nnc(SCc2nc3ccccc3s2)n1Cc1ccccc1)N(C)C (configuration not stated)
 : -4	7	-1	-4	7	1	7	-4	-13
- O=C(Nc1ccccc1)c1ccc(S(=O)(=O)NCc2ccco2)cc1
 : 11	9	5	-1	3	0.9	-7	6	-7
- COC(=O)CNS(=O)(=O)c1ccc(Cc2ccc(S(=O)(=O)NCC(=O)OC)cc2)cc1
 : 3	6	-4	14	-1	0.9	0	3	0
- Cc1cc(CN2C(=O)c3ccccc3C2=O)no1
 : 5	10	0	-7	9	1	2	-2	-8
- CCC(=O)OC1CSc2nc3ccccc3n2C1 (configuration not stated)
 : -7	5	-1	-17	-2	0.9	3	1	-15
- COc1cc(C2C(C#N)=C(N)Oc3n[nH]c(-c4ccccn4)c32)cc(OC)c1OC (configuration not stated)
 : -2	12	2	-2	-2	1.1	5	-8	-2
- CCc1nnc(NC(=O)CSc2nnc(-c3ccoc3C)n2CC(C)C)s1
 : -1	2	1	-11	7	0.8	5	2	-6
- CC(C(=O)N1CCCCC1)n1sc2ccccc2c1=O (configuration not stated)
 : 0	-1	-6	6	1	0.9	0	-5	12
- Cc1cc(=O)n2nc(-c3ccccc3)sc2c1C#N
 : x	9	x	3	3	1	x	-1	0
- CN(C)S(=O)(=O)c1ccc(/C(O)=C2/C(=O)C(=O)N(Cc3cccnc3)C2c2ccco2)cc1 (configuration not stated)
 : 2	22	1	15	6	1	6	1	-25
- Cc1cc(NC(=O)COc2ncnc3sc(C)c(C)c23)no1
 : x	16	x	-1	7	0.9	x	2	0
- CCCOP(=O)(c1ccc(N(C)C)cc1)C(O)c1ccccc1OC (configuration not stated)
 : -4	23	1	-24	12	0.8	2	5	-4
- CCOC(=O)N1CCN(C(=O)CSc2nnc(CNC(=O)c3c(F)cccc3Cl)o2)CC1
 : x	2	x	4	-10	0.9	x	3	2
- COC(=O)CSc1nnc(-c2ccncc2)n1N
 : x	13	x	-5	5	0.9	x	1	-9
- O=C(O)CCCC(=O)OCCCCc1cccs1
 : -6	20	-1	6	8	1	6	4	-10
- CS(=O)(=O)N(Cc1ccco1)Cc1ccccc1Cl
 : -4	-3	-1	-2	9	1.1	3	4	1
- CCCOc1ccc(N2C(=O)CC(N3CCN(c4nc5ccccc5s4)CC3)C2=O)cc1 (configuration not stated)
 : -2	16	-3	0	-1	1	3	5	-9
- CCCN(CCC)c1nc(C)cc(C(C#N)c2nc3ccccc3o2)n1 (configuration not stated)
 : -4	4	-6	30	0	1.2	2	-5	1
- CC(C)(C)SCCNC(=O)CN1C(=O)c2ccccc2S1(=O)=O
 : 0	0	2	-8	6	0.9	4	3	-3
- COc1ccc(N2CCN(CC(=O)Nc3cc4c(cc3C(C)=O)OCO4)CC2)cc1
 : 7	11	-3	12	3	1	-2	5	6
- CCC1(CC)C(=O)NC(=O)NC1=Nc1cccc(OC)c1
 : -1	7	4	-3	13	0.9	7	1	3
- CCOCCCNC(=O)CN1C(=O)CSc2ccccc21
 : 2	3	1	11	1	0.9	1	5	-11
- O=C1CCc2cc(S(=O)(=O)N3CCN(c4cccc(Cl)c4)CC3)ccc2N1
 : -6	12	-1	9	8	1	4	-10	-13
- COc1ccc(C2C(C(=O)NC(C)C)c3ccccc3C(=O)N2C)cc1OC (configuration not stated)
 : x	6	x	2	3	0.9	x	10	-14
- CC(C)NC(=O)C(C)n1cccc1C(=O)c1ccccc1 (configuration not stated)
 : -3	19	0	-4	3	0.9	1	1	5
- Cc1ccccc1-c1nc(CS(=O)(=O)CC(=O)NCCCN2CCCC2)c(C)o1
 : -1	1	4	3	2	1	5	-1	-7
- Cn1c(=O)c2c(nc(SCC(=O)O)n2Cc2cccc(C(F)(F)F)c2)n(C)c1=O
 : -12	6	3	-4	13	0.9	10	-1	0
- O=S(=O)(Nc1cccc2cn[nH]c12)c1ccc(F)cc1
 : -5	19	6	-3	9	1	6	4	-2
- Cn1cnnc1SCC(=O)N1CCC(Cc2ccccc2)CC1
 : -10	9	-5	-14	5	0.9	4	-4	-16
- Cn1c(=O)c2cn3c(c2n(C)c1=O)C(c1ccccc1)CC(c1ccccc1)=N3 (configuration not stated)
 : -8	8	-1	16	7	0.9	5	-3	2
- Cc1cc(=O)oc(C)c1C(=O)NC12CC3CC(CC(C3)C1)C2
 : x	x	4	-23	6	0.9	8	-3	-18

Brought forward from above: 3 entries; new compounds follow.
The line under a structure holds: Jurkat tox 60K	HEK293 NFkB inh	JNK3 inh	DUSP1 inh	PKA inh	TNAP act mid DEA	ROCK2 blocker	MMP13 inh	Cdc25B inh
- Cn1cnnc1SCC(=O)N1CCC(Cc2ccccc2)CC1
 : -10	9	-5	-14	5	0.9	4	-4	-16
- Cn1c(=O)c2cn3c(c2n(C)c1=O)C(c1ccccc1)CC(c1ccccc1)=N3 (configuration not stated)
 : -8	8	-1	16	7	0.9	5	-3	2
- Cc1cc(=O)oc(C)c1C(=O)NC12CC3CC(CC(C3)C1)C2
 : x	x	4	-23	6	0.9	8	-3	-18
- O=C(CCNS(=O)(=O)c1cccc2nsnc12)N1CCc2ccccc21
 : x	0	x	-18	1	0.9	x	4	-11
- COc1cccc(C2/C(=C(\O)c3ccc4c(c3)OCCO4)C(=O)C(=O)N2CCN(C)C)c1 (configuration not stated)
 : x	x	-6	-23	7	0.9	10	2	19
- COc1ccc(CCNC(=O)c2cc(C(C)C)on2)cc1OC
 : -7	-4	-1	-16	7	0.9	3	-5	-8
- CCOC(=O)N1CCN(S(=O)(=O)c2cc(Br)cc3c2N(C(=O)CC)CC3)CC1
 : x	-4	x	7	9	1.1	x	5	-3
- CN1CCN(CCCNC(=O)c2cc3c(=O)oc4ccccc4c3s2)CC1
 : -2	-14	-5	-1	14	1	8	-5	-14
- COC(=O)c1ccc(N2CCN(C)CC2)c(NC(=O)COc2ccc(OC)cc2)c1
 : 1	6	-5	-13	0	0.9	8	2	17
- O=C1CC(=O)CC(c2ccccc2Cl)C1
 : -4	3	2	9	-2	1	1	2	2
- O=C(NCc1ccc2c(c1)OCO2)c1cccc(S(=O)(=O)N2CCOCC2)c1
 : -4	3	-4	3	9	1	6	4	-15
- Cn1c(CN2CCCC2)nc2cc(NC(=O)Nc3ccccc3)ccc21
 : -4	8	-3	7	9	1	6	0	-9
- O=C(NCc1ccco1)c1cnc2ccccn2c1=O
 : -2	10	0	1	-7	0.9	0	-12	-10
- Cc1cccc2nc(Cn3c(=O)n(CCC(=O)NCc4ccco4)c(=O)c4sccc43)cc(=O)n12
 : 1	10	4	-7	0	1	1	-8	2
- COc1cc(C(=O)N2CCN=C2c2ccccc2)cc(OC)c1OC
 : 5	12	5	13	-8	0.9	-1	0	-11
- Cc1ccc2[nH]c(=O)c(C(c3nnnn3C(C)(C)C)N(Cc3ccco3)CC3CCCO3)cc2c1 (configuration not stated)
 : 6	-7	3	7	-2	0.9	-3	-1	5
- CN(C)c1nc2n(c(=O)n1)C(C#N)CS2 (configuration not stated)
 : x	x	2	-17	1	0.9	-10	6	-15
- CCOC(=O)Cc1nc2ccccc2[nH]1
 : 9	2	-3	10	-1	0.9	3	-1	-14
- O=C(NC1CCCC1)c1cnn2c(C(F)(F)F)cc(-c3ccc4c(c3)OCO4)nc12
 : 1	13	1	0	7	0.9	-1	2	13
- O=C(NC(Nc1ncccn1)C(=O)c1ccccc1)c1ccccc1 (configuration not stated)
 : 4	-1	7	3	7	1	3	3	-5
- Cc1ccc(C)c(OCCCC(C)(C)C(=O)O)c1
 : x	x	7	-2	-4	0.9	-2	-3	-17
- Cc1[nH]n(CCC#N)c(=O)c1CC(=O)N1CCN(c2ccccc2)CC1
 : -6	15	-6	34	1	0.9	2	-6	5
- O=C(NCCc1csc(-c2cccnc2)n1)c1cccs1
 : 2	12	1	7	1	0.9	-9	-15	-5

Looked up above.
Jurkat tox 60K result of O=C(NCc1ccco1)c1cnc2ccccn2c1=O stands at -2
JNK3 inh result of Cc1ccc2[nH]c(=O)c(C(c3nnnn3C(C)(C)C)N(Cc3ccco3)CC3CCCO3)cc2c1 (configuration not stated) stands at 3

The list goes on:
The line under a structure holds: Jurkat tox 60K	HEK293 NFkB inh	JNK3 inh	DUSP1 inh	PKA inh	TNAP act mid DEA	ROCK2 blocker	MMP13 inh	Cdc25B inh
- Cn1c(C(=O)N2CCc3ccccc3C2)cc2oc3ccccc3c21
 : -1	2	-1	9	5	1	3	-3	-5
- CCOC(=O)c1nn(-c2ccccc2)c(=O)c(C#N)c1C
 : x	16	x	-1	-1	0.9	x	1	1
- COc1ccc(Cn2nnc(C(=O)Nc3ccc(F)cc3)c2N)cc1
 : 1	14	4	-6	7	1	2	7	15
- CCOC(=O)c1ccc(N2C(=O)CC(N3CCC(C(=O)OCC)CC3)C2=O)cc1 (configuration not stated)
 : -12	7	2	7	7	0.9	6	-2	0
